NFkB binder – binders of NF-kB p50 subunit, primary screen, biochemical, small molecule microarray, anti-His fluorescence. Nuclear factor NF-kappa-B p105 subunit (Homo sapiens), P19838. anti-His fluorescence binding. calls only. 17,000 tested, 1.3% active. AID 624139, 2012;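 active = spot fluorescence over background significantly raised, with a chance value under 7% in all four replicate spots of the compound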;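 also: probe protein is his-tagged human p50 processed subunit at 1 µg/ml; raw spot fluorescence signals with no normalization applied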
Target sequence (P19838 1-433 limits assumed): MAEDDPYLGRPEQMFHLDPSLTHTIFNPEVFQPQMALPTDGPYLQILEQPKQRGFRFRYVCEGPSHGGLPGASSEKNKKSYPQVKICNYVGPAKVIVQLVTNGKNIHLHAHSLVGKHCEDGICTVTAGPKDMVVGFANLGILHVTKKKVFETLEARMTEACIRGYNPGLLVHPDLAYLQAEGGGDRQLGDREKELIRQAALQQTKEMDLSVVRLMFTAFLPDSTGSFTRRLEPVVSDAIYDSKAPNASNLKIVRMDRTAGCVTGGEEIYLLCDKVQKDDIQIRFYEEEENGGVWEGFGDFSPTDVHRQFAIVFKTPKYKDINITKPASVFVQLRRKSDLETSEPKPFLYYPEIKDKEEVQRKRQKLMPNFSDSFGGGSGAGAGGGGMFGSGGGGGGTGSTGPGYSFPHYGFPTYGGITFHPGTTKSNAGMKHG
Calls only; i = inactive; + = active, no number. Some of the compounds tested, so the mix of outcomes need not match the whole.

SMILES | NFkB binder
C[C@@H]1CN([C@@H](C)CO)C(=O)c2cc(NC(=O)CCCN(C)C)ccc2O[C@H]1CN(C)C(=O)Nc1ccc2c(c1)OCO2 | i
CN(CCc1ccccn1)S(=O)(=O)c1ccc2c3c(cccc13)C(=O)N2 | i
OC(COc1ccccc1Cl)Cn1nnc2ccccc21 (centres undefined) | i
CC(C)NC(=O)N(C)C[C@@H]1Oc2ccc(NC(=O)C3CC3)cc2CC(=O)N([C@H](C)CO)C[C@H]1C | i
Cc1noc(C)c1S(=O)(=O)Nc1ccc2c(c1)C(=O)N([C@H](C)CO)C[C@@H](C)[C@@H](CN(C)S(=O)(=O)c1ccccc1)OCCCC[C@H](C)O2 | i
Cc1ccc(O)c(NC(=O)c2nc3ncccn3n2)c1 | i
Oc1ccc([C@H]2Oc3cc(O)cc(O)c3C[C@H]2O)cc1 | i
Cc1noc(C)c1NC(=O)Nc1ccc2c(c1)CC(=O)N([C@@H](C)CO)C[C@@H](C)[C@H](CN(C)C)O2 | i
C=CC[C@@H](OC(=O)Nc1ccc(SC)cc1)c1ccc(OCCO)cc1 | i
CN1CCN(C(=O)C2=C[C@H](c3ccccc3)C[C@H](OCCCCO)O2)CC1 | i
O=C(NC1CC1)[C@@H]1c2ccccc2C(=O)N(CC23CC4CC(CC(C4)C2)C3)[C@H]1c1ccc(CO)cc1 | i
COC(=O)[C@@H](N)CSC/C=C(\C)CC/C=C(\C)CCC=C(C)C | i
C[C@@H]1CN([C@H](C)CO)C(=O)c2cc(NS(C)(=O)=O)ccc2O[C@@H](C)CCCCO[C@@H]1CN(C)Cc1ccccc1 | i
O=C(NCc1nc2ccccc2[nH]1)C1=C[C@@H](C2CC2)C[C@@H](OCc2ccc(CO)cc2)O1 | i
CNC[C@@H]1Oc2c(NC(=O)c3ccc(-c4nccs4)cc3)cccc2C(=O)N([C@@H](C)CO)C[C@H]1C | i
CNC[C@H]1Oc2c(NC(=O)NC(C)C)cccc2C(=O)N([C@@H](C)CO)C[C@H]1C | i
CNC[C@@H]1Oc2ccc(NS(C)(=O)=O)cc2CC(=O)N([C@H](C)CO)C[C@H]1C | i
COc1ccc(S(=O)(=O)N(C)C[C@H]2Oc3ccc(NC(=O)CCCN(C)C)cc3CC(=O)N([C@@H](C)CO)C[C@@H]2C)cc1 | i
COc1ccc(S(=O)(=O)N(C)C[C@H]2Oc3ccc(NC(=O)CCC(F)(F)F)cc3C(=O)N([C@@H](C)CO)C[C@@H]2C)cc1 | i
Cc1ccc(S(=O)(=O)Nc2ccc3c(c2)C(=O)N([C@H](C)CO)C[C@@H](C)[C@H](CN(C)C(=O)Cc2ccccc2)OCCCC[C@@H](C)O3)cc1 | i
CN(C)c1ccc(/C=C2/C(=O)Nc3ccccc32)cc1 | i
COc1ccc(S(=O)(=O)N(C)C[C@H]2Oc3c(NS(C)(=O)=O)cccc3C(=O)N([C@H](C)CO)C[C@H]2C)cc1 | i
COc1cccc(C(=O)COc2ccc(NC(=O)c3ccccc3C)cc2)c1 | i
C[C@@H]1CCCCO[C@H](CN(C)Cc2ccc3c(c2)OCO3)[C@@H](C)CN([C@@H](C)CO)C(=O)c2cc(NS(=O)(=O)c3ccccc3)ccc2O1 | i
COc1cc(O)cc(C)c1C(=O)OC1C(CO)OC(n2ccc(=O)[nH]c2=O)C1OC(C)=O (centres undefined) | i
CNC[C@H]1Oc2ccc(NS(=O)(=O)c3ccccc3)cc2C(=O)N([C@H](C)CO)C[C@@H]1C | i
C[C@@H]1CCCCO[C@H](CN(C)C(=O)Nc2ccccc2)[C@H](C)CN([C@@H](C)CO)C(=O)c2cc(NS(C)(=O)=O)ccc2O1 | i
Cc1cc(C)c2c(=O)[nH]c(SCC(=O)N3CCOCC3)nc2n1 | i
O=C(NCC(O)CO)[C@@]1(CCS(=O)(=O)c2ccccc2)N=C(c2ccc(OCCCO)cc2)O[C@H]1c1ccccc1 (some centres undefined) | i
O=[N+]([O-])c1ccc(S(=O)(=O)NCCN2CCOCC2)cc1 | i
O=C(O)C(Cc1ccccc1)N1C(=O)c2ccccc2C1=O (centres undefined) | i
COc1ccc(S(=O)(=O)N(C)C[C@@H]2Oc3c(NC(=O)Nc4cccc5ccccc45)cccc3C(=O)N([C@@H](C)CO)C[C@@H]2C)cc1 | i
C[C@H]1CN([C@@H](C)CO)C(=O)c2cccc(NC(=O)NC3CCCCC3)c2O[C@@H]1CN(C)C(=O)Nc1cccc2ccccc12 | i
CC(=O)OCC(=O)[C@@]1(O)[C@H](C)C[C@H]2[C@@H]3CCC4=CC(=O)C=C[C@]4(C)[C@@]3(F)[C@@H](O)C[C@@]21C | i
CC(C)CC(NS(=O)(=O)c1cccc2nsnc12)C(=O)O (centres undefined) | +
C[C@H](CO)N1C[C@H](C)[C@@H](CN(C)C)Oc2ccc(NC(=O)CCC(F)(F)F)cc2C1=O | i
Cc1c(CCC(=O)O)c(=O)oc2cc(O)c(Cl)cc12 | i
Cc1noc(C)c1S(=O)(=O)Nc1ccc2c(c1)C(=O)N([C@H](C)CO)C[C@H](C)[C@H](CN(C)C(=O)Nc1ccccc1)OCCCC[C@@H](C)O2 | i
CC(=O)Oc1ccccc1C(=O)OCO/N=[N+](\[O-])N1CCC[C@H]1C(=O)O | i
COc1ccc(CN(C)C[C@H]2Oc3ccc(NC(=O)Nc4ccc(C(F)(F)F)cc4)cc3CC(=O)N([C@@H](C)CO)C[C@@H]2C)cc1 | i
Cc1cc(C(=O)Nc2cccc3c2O[C@H](CN(C)C(=O)Nc2ccccc2)[C@H](C)CN([C@@H](C)CO)C3=O)n(C)n1 | i
CNC[C@H]1OCCCC[C@H](C)Oc2ccc(NS(=O)(=O)c3ccccc3)cc2C(=O)N([C@@H](C)CO)C[C@H]1C | i
C[C@H]1CN([C@@H](C)CO)C(=O)c2cc(NS(C)(=O)=O)ccc2O[C@@H]1CN(C)C(=O)Nc1ccc2c(c1)OCO2 | i
C[C@@H]1CN([C@@H](C)CO)C(=O)c2cccc(NC(=O)NC3CCCCC3)c2O[C@@H]1CN(C)Cc1ccncc1 | i
C[C@H](CO)N1C[C@H](C)[C@@H](CN(C)Cc2ccc3c(c2)OCCN3C)OCc2cnnn2CCCC1=O | i
COc1ccc(S(=O)(=O)N(C)C[C@@H]2Oc3ccc(NS(=O)(=O)c4ccc(C)cc4)cc3C(=O)N([C@@H](C)CO)C[C@@H]2C)cc1 | i
COc1ccc(S(=O)(=O)NCCOc2ccccc2)cc1OC | i
C[C@@H]1CN([C@H](C)CO)C(=O)c2cc(NC(=O)Nc3ccc(C(F)(F)F)cc3)ccc2O[C@@H]1CN(C)C(=O)Nc1ccccc1 | i
O=C(NCc1ccccc1)[C@@]1(Cc2ccccc2)N=C(c2ccc(OCCCO)cc2)O[C@H]1c1ccccc1 | i
C[C@H]1CN([C@@H](C)CO)C(=O)c2cc(NC(=O)Cc3ccccc3)ccc2O[C@H]1CN(C)C(=O)NC1CCCCC1 | i
COc1ccc(C(=O)CC2(O)C(=O)N(Cc3ccc(C)cc3)c3ccc(Cl)cc32)cc1[N+](=O)[O-] (centres undefined) | i
CCc1ccc2nc(N3C(=O)C(=O)C(C(=O)c4ccco4)C3c3cc(OC)ccc3OC)sc2c1 (centres undefined) | i
COc1ccc(I)cc1C(Nc1cc(C)ccn1)c1ccc2cccnc2c1O (centres undefined) | i
COc1ccc(S(=O)(=O)Nc2ccc3c(c2)CC(=O)N([C@H](C)CO)C[C@@H](C)[C@@H](CN(C)Cc2ccccc2)O3)cc1 | i
Cc1ccc(N2C(=O)c3ccccc3[C@](C)(C(=O)O)[C@@H]2c2ccc(CO)cc2)nc1 | i
Cn1c2ccccc2n2nc(CCC(=O)O)c(=O)nc12 | i
C[C@@H]1CN([C@@H](C)CO)C(=O)c2cc(NC(=O)Nc3ccc4c(c3)OCO4)ccc2O[C@@H]1CN(C)C(=O)Nc1ccc2c(c1)OCO2 | i
Cc1noc(C)c1S(=O)(=O)N(C)C[C@@H]1OCCCC[C@@H](C)Oc2ccc(NC(=O)NC(C)C)cc2C(=O)N([C@@H](C)CO)C[C@@H]1C | i
Cc1noc(C)c1NC(=O)N(C)C[C@@H]1Oc2ncc(C#Cc3ccccc3)cc2C(=O)N([C@H](C)CO)C[C@@H]1C | i
COc1ccc(C)cc1NC(=O)CSc1nc(SC)ns1 | i

The results go on:
SMILES | NFkB binder
C[C@@H]1CN([C@@H](C)CO)C(=O)c2cc(NC(=O)Nc3ccc4c(c3)OCO4)ccc2O[C@@H](C)CCCCO[C@@H]1CN(C)C | i
C[C@@H]1CN([C@H](C)CO)C(=O)Cc2cc(NS(=O)(=O)c3cn(C)cn3)ccc2O[C@H]1CN(C)CC1CC1 | i
Nc1nnc(SCc2nc3ccccc3n2Cc2ccccc2)s1 | i
COC(=O)c1ccccc1NC(=O)COc1ccccc1F | i
C[C@@H]1CN([C@H](C)CO)C(=O)c2cc(NS(C)(=O)=O)ccc2O[C@@H](C)CCCCO[C@@H]1CN(C)S(=O)(=O)c1ccccc1 | i
COC1=CC(=O)OC1C(O)C(O)C(OC(C)=O)c1ccccc1 (centres undefined) | i
C[C@@H]1CN([C@@H](C)CO)C(=O)c2cc(NC(=O)C3CC3)ccc2O[C@@H]1CN(C)C(=O)Nc1cccc2ccccc12 | i
C[C@H]1O[C@@H](O[C@H]2CC[C@@]3(C)C(CC[C@]4(C)C3CC=C3C5CC(C)(C)CC[C@]5(C(=O)O)CC[C@]34C(=O)O)C2(C)C)[C@H](O)[C@@H](O)[C@H]1O (some centres undefined) | i
C[C@@H]1CN([C@@H](C)CO)C(=O)Cc2cc(NC(=O)Nc3ccccc3)ccc2O[C@@H]1CN(C)C(=O)Nc1ccc(C(F)(F)F)cc1 | i
COc1ccc(-c2noc(CCCN3C(=O)c4ccccc4C3=O)n2)cc1OC | i
C[C@H](CO)N1C[C@H](C)[C@H](CN(C)Cc2ccc3c(c2)OCO3)Oc2ccc(NC(=O)CCCN(C)C)cc2C1=O | i
N#Cc1cc(C#N)c(SCCN2CCOCC2)nc1N | i
CC(C)NC(=O)N(C)C[C@@H]1Oc2ccc(N(C)C)cc2CC(=O)N([C@@H](C)CO)C[C@H]1C | i
COc1ccc(S(=O)(=O)N(C)C[C@@H]2Oc3c(NS(=O)(=O)c4cn(C)cn4)cccc3C(=O)N([C@H](C)CO)C[C@H]2C)cc1 | i
C[C@H](CO)N1C[C@H](C)[C@H](CN(C)C(=O)CCC(F)(F)F)OCCCC[C@H](C)Oc2ccc(NS(=O)(=O)c3cn(C)cn3)cc2C1=O | i

In another format: results already given.
C[C@@H]1CN([C@H](C)CO)C(=O)Cc2cc(NS(=O)(=O)c3cn(C)cn3)ccc2O[C@H]1CN(C)CC1CC1
  NFkB binder: i

Oc1ccc([C@H]2Oc3cc(O)cc(O)c3C[C@H]2O)cc1
  NFkB binder: i

C=CC[C@@H](OC(=O)Nc1ccc(SC)cc1)c1ccc(OCCO)cc1
  NFkB binder: i

CCc1ccc2nc(N3C(=O)C(=O)C(C(=O)c4ccco4)C3c3cc(OC)ccc3OC)sc2c1 (centres undefined)
  NFkB binder: i

Later entries.
SMILES | NFkB binder
C=CCOC(=O)[C@H]1[C@@H]2C(=O)O[C@@H](c3ccccc3)[C@@H](c3ccccc3)N2[C@@H](c2ccc(OCCOC(=O)[C@@H]3C[C@@H]4C(=O)N5CCC[C@H]5C(=O)N4[C@@H]3c3ccc(O)cc3)cc2)[C@]12C(=O)Nc1ccccc12 | i
C[C@H]1CN([C@@H](C)CO)C(=O)Cc2cc(NC(=O)Cn3cnnn3)ccc2O[C@H]1CN(C)C(=O)Nc1ccccc1 | i
C[C@@H]1CN([C@H](C)CO)C(=O)c2cccc(N(C)C)c2O[C@@H]1CN(C)C | i
C[C@H](CO)N1C[C@H](C)[C@H](CN(C)Cc2ccncc2)OCCCC[C@H](C)Oc2ccc(NS(C)(=O)=O)cc2C1=O | i
O=C(C1=C[C@@H](C2CC2)C[C@@H](OCCCCO)O1)N1CCOCC1 | i
COc1ccc(NC(=O)Nc2ccc3c(c2)C(=O)N([C@H](C)CO)C[C@@H](C)[C@H](CN(C)C(=O)Nc2ccc4c(c2)OCO4)O3)cc1 | i
CC(=O)Nc1ccccc1NC(=O)CN1C(=O)c2ccccc2C1=O | i
COc1cc([N+](=O)[O-])ccc1NC(=S)NCc1ccccn1 | i
CC1(C)CC[C@]2(C(=O)O[C@@H]3O[C@H](CO)[C@@H](O)[C@H](O)[C@H]3O)CC[C@]3(C)C(=CCC4[C@@]5(C)C[C@@H](O)[C@H](O)[C@@](C)(COC(=O)c6cc(O)c(O)c(O)c6)C5[C@H](O)C[C@]43C)[C@@H]2C1 (some centres undefined) | i
C[C@@H]1CCCCO[C@H](CN(C)S(=O)(=O)c2cccs2)[C@H](C)CN([C@@H](C)CO)C(=O)c2cc(N(C)C)ccc2O1 | i
C[C@@H]1CCCCO[C@H](CN(C)Cc2ccncc2)[C@H](C)CN([C@H](C)CO)C(=O)c2cc(N(C)C)ccc2O1 | i
Cc1sc(NC(=O)C2CC(Cl)=CCC2C(=O)O)c(C#N)c1C (centres undefined) | i

Looked up by structure from above, 5 records:
SMILES | NFkB binder
C[C@@H]1CCCCO[C@H](CN(C)Cc2ccncc2)[C@H](C)CN([C@H](C)CO)C(=O)c2cc(N(C)C)ccc2O1 | i
CC(=O)Nc1ccccc1NC(=O)CN1C(=O)c2ccccc2C1=O | i
Cc1sc(NC(=O)C2CC(Cl)=CCC2C(=O)O)c(C#N)c1C (centres undefined) | i
COc1cc([N+](=O)[O-])ccc1NC(=S)NCc1ccccn1 | i
C[C@@H]1CN([C@H](C)CO)C(=O)c2cccc(N(C)C)c2O[C@@H]1CN(C)C | i
